Bioassay records from PubChem BioAssay.
CSM14.1 death rescue: rescue of cells from ER stress-induced death, primary screen, 384-well, CSM14.1, thapsigargin, ATP luminescence (AID 1222); 190,000 tested, under 10 active; CSM14.1 thapsigargin-induced death rescue, ATP luminescence; higher % means a stronger effect; cellular ATP content (survival), % at 20 µM, or EC50 in µM where a hit was titrated;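 active = EC50 below 50 µM in the dose-response confirmation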;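 note: death triggered by thapsigargin at about 15 µM added after 2 h compound pretreatment; cell ATP read after overnight thapsigargin exposure of roughly 18 to 22 hours; normalized against plate controls of thapsigargin alone and 5% DMSO vehicle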
Dengue-2 NS5 capping: flavivirus cap methylation enzyme inhibition – biochemical, confirmation dose response, primary screen (AID 588689); inhibition, % at 25 µM, or IC50 in µM where a hit was titrated; Dengue-2 NS5 methyltransferase capping enzyme assay, biochemical; higher % means a stronger effect; actives 0.3% (n = 340,000); in the data active = a potency from the dose series
Yfh1-off respiration: mitochondrial function rescue without frataxin homolog – Friedreich's ataxia, plus single-dose screen, dose response (AID 1465). actives 0.074% (n = 220,000). fold induction at 50 µM; hits with a dose series show EC50 in µM. S. cerevisiae Yfh1-off respiration, WST-1 reduction, 72 h; higher fold induction means a stronger effect;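 active = fold induction of absorbance versus untreated yeast above a set limit, then at least 30% activation at any dose in follow-up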;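 note: activators that raise dye reduction in frataxin-depleted yeast; strong numbers were not always called active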
XIAP displacement: small molecules displacing peptide from XIAP – biochemical, IAP family, fluorescence polarization (AID 1018); XIAP BIR domain, fluorescence polarization peptide displacement; higher % means a stronger effect; one-dose displacement, % at 20 µM; IC50 in µM for titrated hits; actives 0.007% (n = 200,000); in the data active = displacement above about 50%; note: a part of the inactive calls stands beside numbers as strong as those of hits
RSV CPE inhibition: RSV antiviral activity via CPE protection, HEp-2 cells, primary 10 µM value included (AID 2391). HEp-2 cells, RSV-induced CPE inhibition; higher % means a stronger effect. one-dose CPE inhibition, % at 10 µM; IC50 in µM for titrated hits. actives 0.13% (n = 310,000); in the data active = a potency from the dose series; note: strong numbers were not always called active
UTI89 phage lysis: inhibition of K1F phage lysis, E. coli UTI89, bacterial capsule biogenesis inhibitors, alamar blue (AID 488966); E. coli UTI89 K1F phage lysis, alamar blue, 2 h; higher % means a stronger effect; inhibition, % at 100 µM, or IC50 in µM where a hit was titrated; actives 0.02% (n = 340,000);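 active = phage lysis inhibition, versus mean bacterial control, above a set limit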;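 note: capsule biogenesis inhibitors block K1F phage lysis so surviving cells raise fluorescence; higher fluorescence means more inhibition of phage lysis; actives were called in the ten point dose series up to 300 µM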
SV40 large T antigen: SV40 large T antigen inhibitors, biochemical (AID 1903); SV40 large T antigen ATPase/helicase inhibition assay; higher % means a stronger effect; actives 0.39% (n = 310,000); one-dose inhibition, % at 20 µM; IC50 in µM for titrated hits; in the data active = a potency from the dose series; note: strong numbers were not always called active
West Nile antiviral: West Nile virus antiviral activity, cell-based, CPE readout (AID 1621) | actives 0.02% (n = 290,000) | West Nile virus-infected cells, CPE inhibition; higher % means a stronger effect | one-dose CPE inhibition, % at 10 µM; IC50 in µM for titrated hits; in the data active = a potency from the dose series; note: strong numbers were not always called active
WT yeast gro inh: growth inhibition of WT yeast, mitochondrial fusion screen. mitochondrial fusion phenotypic screen, WT strain. inhibition, % at 10 µM. actives 2.1% (n = 190,000). AID 1362; in the data active = inhibition above about 58%; tested in S. cerevisiae
WT yeast gro inh mutant strain: second read-out of WT yeast gro inh, no call of its own (marks repeat the call); inhibition, %; mitochondrial fusion phenotypic screen, mutant strain inhibition
Numbers without * were called inactive; i = inactive; / = not tested or not shown; [ ] = remark or other dose. An unsorted share of the library; any-hit rate near 2.2%.

The line under a structure holds: SV40 large T antigen, UTI89 phage lysis, Dengue-2 NS5 capping, WT yeast gro inh mutant strain, WT yeast gro inh, Yfh1-off respiration, CSM14.1 death rescue, RSV CPE inhibition, XIAP displacement, West Nile antiviral
COc1ccc(C)cc1NC(=O)C(c1ccccc1)N1CCNC(=O)C1 (stereo not drawn)
    10%, -0.2%, -7%, -6, -4, i, 0.3%, -1.0%, -15%, 0.3%
COc1ccc(C(CNC(=O)c2cccc(S(=O)(=O)Nc3ccc(C)cc3)c2)N2CCCCC2)cc1 (stereo not drawn)
    9%, 0.6%[50 µM], -12%, /, /, /, /, -1.0%, /, /
O=C(OCc1ccc([N+](=O)[O-])cc1)c1cc2ccccc2oc1=O
    5%, i, -1%, /, /, /, /, 1.3%, /, /
O=C(N/N=C1/CC(c2ccccc2)Oc2ccccc21)C1CC1 (stereo not drawn)
    5%, 0.1%[50 µM], -1%, -20, -1, i, 0.2%, 0.4%, -5.2%, 0.7%
O=C(NCC1CCCO1)c1ccc(Cl)c(S(=O)(=O)Nc2ccccc2)c1 (stereo not drawn)
    0%, 0.0%, -1%, /, /, /, /, 1.6%, /, 0.3%
CCOC(=O)c1c(C)[nH]c(-c2csc(N)n2)c1C
    20%, -0.4%, 12%, -7, -2, i, -0.1%, /, -2.7%, 0.5%
COc1cccc(C2CCCN2Cc2nc(CC3CC3)no2)c1 (stereo not drawn)
    -3%, -0.3%, 0%, -17, -18, i, 1.2%, -0.3%, -7.4%, -0.6%
CN1CCN(c2ccc(Cl)cc2NC(=O)c2ccc(=O)n(C)n2)CC1
    23%, 0.1%, -8%, 7, 3, i, 0.2%, -0.5%, -7.3%, 1.3%
N/C(=N\OC(=O)c1ccccc1F)c1cccc([N+](=O)[O-])c1
    -2%, -0.6%, -12%, /, /, /, /, 0.7%, /, 0.0%
Fc1cccc(Cl)c1Cn1nnc2c(NCc3ccccn3)ncnc21
    1%, -0.3%, -10%, -3, -5, i, -0.7%, 8.2%, -2.9%, 0.2%
Cn1cnc([N+](=O)[O-])c1Sc1nnc(-c2cccnc2)n1C
    8%, -4.2%[50 µM], -20%, /, /, i, /, 0.2%, /, 0.9%
Cc1c(NC(=O)COC(=O)C23CC4CC(CC(Br)(C4)C2)C3)c(=O)n(-c2ccccc2)n1C
    13%, 0.0%, 0%, -1, 0, i, -2.1%, 4.6%, -4.7%, 0.6%
CCc1nn(CC(=O)N2CCN(c3ccc(F)cc3)CC2)c(=O)c2cc3occc3n12
    6%, 0.2%, -5%, /, /, /, /, /, /, -0.2%
COc1ccccc1/C=C/CN1CCN(c2ccccc2)CC1
    14%, 8.0%, -6%, -13, -12, i, -1.0%, -0.4%, -5.4%, -0.2%
O=C(c1ccco1)N1CCN(C(=O)c2cc3ccccc3oc2=O)CC1
    9%, -0.6%[50 µM], -9%, /, /, /, /, 2.2%, /, 1.2%
Cc1nc(C)n(CCNS(=O)(=O)c2ccc(C)c(C)c2)n1
    5%, -0.2%, 0%, /, /, /, /, 1.2%, /, 0.0%
COc1ccc(CSc2nc(O)cc(=O)n2CC(C)C)cc1F
    12%, -0.1%, 1%, /, /, /, /, 0.6%, /, -0.4%
O=S(=O)(c1ccc2nnn(O)c2c1)N1CCCCC1
    7%, 1.8%, -11%, 11, 24, i, -0.3%, 0.6%, -4.4%, -0.4%
CS(=O)(=O)Nc1ccc(C(=O)Nc2ccc3ccccc3c2)cc1
    10%, 0.9%, 1%, /, /, /, /, 1.4%, /, -0.8%
COc1ccc(-n2ncc3c(SCC(=O)N4CCN(c5ccccc5OC)CC4)ncnc32)cc1
    2%, 0.5%, -6%, -18, 4, i, 1.3%, 13%, 1.2%, 1.7%

An excerpt from the list above, for reference:
The line under a structure holds: SV40 large T antigen, UTI89 phage lysis, Dengue-2 NS5 capping, WT yeast gro inh mutant strain, WT yeast gro inh, Yfh1-off respiration, CSM14.1 death rescue, RSV CPE inhibition, XIAP displacement, West Nile antiviral
COc1ccc(C)cc1NC(=O)C(c1ccccc1)N1CCNC(=O)C1 (stereo not drawn)
    10%, -0.2%, -7%, -6, -4, i, 0.3%, -1.0%, -15%, 0.3%
COc1ccc(C(CNC(=O)c2cccc(S(=O)(=O)Nc3ccc(C)cc3)c2)N2CCCCC2)cc1 (stereo not drawn)
    9%, 0.6%[50 µM], -12%, /, /, /, /, -1.0%, /, /
O=C(OCc1ccc([N+](=O)[O-])cc1)c1cc2ccccc2oc1=O
    5%, i, -1%, /, /, /, /, 1.3%, /, /
O=C(N/N=C1/CC(c2ccccc2)Oc2ccccc21)C1CC1 (stereo not drawn)
    5%, 0.1%[50 µM], -1%, -20, -1, i, 0.2%, 0.4%, -5.2%, 0.7%
O=C(NCC1CCCO1)c1ccc(Cl)c(S(=O)(=O)Nc2ccccc2)c1 (stereo not drawn)
    0%, 0.0%, -1%, /, /, /, /, 1.6%, /, 0.3%

The main list resumes, repeating the two entries before the break.
The line under a structure holds: SV40 large T antigen, UTI89 phage lysis, Dengue-2 NS5 capping, WT yeast gro inh mutant strain, WT yeast gro inh, Yfh1-off respiration, CSM14.1 death rescue, RSV CPE inhibition, XIAP displacement, West Nile antiviral
CS(=O)(=O)Nc1ccc(C(=O)Nc2ccc3ccccc3c2)cc1
    10%, 0.9%, 1%, /, /, /, /, 1.4%, /, -0.8%
COc1ccc(-n2ncc3c(SCC(=O)N4CCN(c5ccccc5OC)CC4)ncnc32)cc1
    2%, 0.5%, -6%, -18, 4, i, 1.3%, 13%, 1.2%, 1.7%
CCOc1cc(/C=N/NC(=O)C(=O)NCc2cccnc2)ccc1O
    10%, -0.1%, 1%, 14, 16, i, 0.7%, 0.8%, -7.0%, 0.5%
O=C(CSc1ccc(Cl)cc1)OCc1nnc(-c2ccccc2)o1
    2%, 1.4%, -6%, -4, 0, i, 4.2%, 1.1%, -4.4%, -0.2%
CCCNC(=O)c1ccc(N(Cc2ccccc2)S(C)(=O)=O)cc1
    -1%, 8.8%, 5%, -4, -1, i, 7.6%, -0.2%, -3.5%, -0.4%
Cc1ccccc1C(=O)N1CCN(c2ccc(NC(=O)c3ccco3)cc2Cl)CC1
    13%, 0.9%, 3%, 5, 4, i, /, 6.5%, -5.8%, 2.2%
Cc1cc(Cl)ccc1OCC(=O)NN1C(=O)C2C3C=CC(C3)C2C1=O (stereo not drawn)
    4%, 0.6%, -4%, -9, -10, i, -0.2%, -1.0%, -13%, -0.5%
CC(C(=O)Nc1cccc([N+](=O)[O-])c1)N1CCN(C/C=C/c2ccccc2)CC1 (stereo not drawn)
    10%, 0.2%, 1%, 29, 25, i, -3.1%, 0.2%, -4.3%, -1.2%
CCn1c(C(O)c2ccccc2)nc2ccccc21 (stereo not drawn)
    7%, 0.4%, -5%, 5, 17, i, 2.9%, 0.1%, 0.7%, 0.2%
COc1cc(SC)ccc1C(=O)OCC(=O)NC1CCCC1
    8%, 0.7%, -4%, 6, -18, i, 3.1%, 1.4%, -1.7%, 0.1%
COc1ccc(-n2nc([N+](=O)[O-])c(=NCCc3ccc(C)cc3)n2O)cc1
    6%, 0.1%, -7%, -12, 1, i, -0.3%, 3.0%, 2.6%, -0.3%
CCN(CC)C(=O)COC(=O)c1ccc(C)c(NC(=O)c2ccco2)c1
    1%, 1.2%, 0%, -13, -4, i, -3.4%, 0.4%, -8.0%, -0.4%
O=C1C=C(c2ccccc2)OC(c2ccccc2)O1 (stereo not drawn)
    -5%, 0.2%, -4%, -26, -8, i, 6.6%, 3.8%, -5.7%, -0.5%
Cc1ccc(CCNC(=O)C2CCN(S(=O)(=O)c3ccc4c(c3)CCC(=O)N4)CC2)cc1
    -1%, -2.0%, -1%, 7, 9, i, /, -0.1%, -8.0%, 0.6%
CCOc1ccc(CCNC(=O)c2cnccn2)cc1OCC
    3%, -0.1%, -3%, /, /, /, /, 3.5%, /, -0.1%
CC(NCC(=O)NC(=O)NC1CCCC1)c1ccc(Cl)cc1Cl (stereo not drawn)
    11%, -0.6%[50 µM], -9%, /, /, /, /, 0.1%, /, /
CSc1nc2c(c(=O)n1-c1ccc(F)cc1)SCC2
    8%, 0.3%, -6%, -3, 5, i, 1.8%, 0.4%, -0.4%, -0.1%
O=C(C1CCC1)N1CCN(c2ccnc3cc(Cl)ccc23)CC1
    8%, 0.4%, -6%, /, /, i, /, /, /, 0.7%
CC(/C=C/c1ccco1)=N/NC(=O)c1ccc(C)nc1
    7%, 0.8%, 5%, /, /, i, /, 2.2%, /, 0.2%
C#Cc1ccc([C@H]2C=C(C(=O)NCc3ccccc3)O[C@@H](OCc3ccc(CO)cc3)C2)cc1
    22%, -0.1%, -2%, /, /, i, /, 1.7%, /, -0.2%
COC/C=C/C1=CC2=CC(=O)C(C)(O)C(=O)C2=CO1 (stereo not drawn)
    69%, /, /, /, /, i, /, 5.8%, /, 0.6%
CCOC(=O)N1CCN(S(=O)(=O)N2CCCC(C(=O)NCCCN3CCCCC3)C2)CC1 (stereo not drawn)
    1%, 0.2%, -10%, /, /, /, /, -0.3%, /, -0.1%

In another format: entries from further up
COc1ccc(-n2nc([N+](=O)[O-])c(=NCCc3ccc(C)cc3)n2O)cc1
- SV40 large T antigen: 6%
- UTI89 phage lysis: 0.1%
- Dengue-2 NS5 capping: -7%
- WT yeast gro inh mutant strain: -12
- WT yeast gro inh: 1
- Yfh1-off respiration: i
- CSM14.1 death rescue: -0.3%
- RSV CPE inhibition: 3.0%
- XIAP displacement: 2.6%
- West Nile antiviral: -0.3%
CCN(CC)C(=O)COC(=O)c1ccc(C)c(NC(=O)c2ccco2)c1
- SV40 large T antigen: 1%
- UTI89 phage lysis: 1.2%
- Dengue-2 NS5 capping: 0%
- WT yeast gro inh mutant strain: -13
- WT yeast gro inh: -4
- Yfh1-off respiration: i
- CSM14.1 death rescue: -3.4%
- RSV CPE inhibition: 0.4%
- XIAP displacement: -8.0%
- West Nile antiviral: -0.4%
O=C1C=C(c2ccccc2)OC(c2ccccc2)O1 (stereo not drawn)
- SV40 large T antigen: -5%
- UTI89 phage lysis: 0.2%
- Dengue-2 NS5 capping: -4%
- WT yeast gro inh mutant strain: -26
- WT yeast gro inh: -8
- Yfh1-off respiration: i
- CSM14.1 death rescue: 6.6%
- RSV CPE inhibition: 3.8%
- XIAP displacement: -5.7%
- West Nile antiviral: -0.5%

The list goes on:
The line under a structure holds: SV40 large T antigen, UTI89 phage lysis, Dengue-2 NS5 capping, WT yeast gro inh mutant strain, WT yeast gro inh, Yfh1-off respiration, CSM14.1 death rescue, RSV CPE inhibition, XIAP displacement, West Nile antiviral
COc1cc(OC)cc(C(=O)Nc2sc3c(c2C(N)=O)CCC3)c1
    12%, 0.1%, 10%, /, /, /, /, 1.2%, /, -0.5%
COC(=O)c1cc(S(=O)(=O)Nc2cccc(-c3cnco3)c2)oc1C
    11%, -0.2%, -6%, /, /, /, /, 2.1%, /, -0.1%
Cc1ccc(NC2Sc3ccccc3NC2=O)cc1 (stereo not drawn)
    14%, 0.1%, -9%, -3, 3, i, -3.1%, 2.2%, 1.3%, -1.3%
Cc1ccc(C)c(-n2c(SCC(=O)N3CCCC3)nnc2-c2ccccn2)c1
    3%, 0.4%, 0%, 0, -13, i, 2.8%, 3.1%, -3.4%, 0.3%
Cn1cc(Cl)c(C(=O)Nc2nc3ccccc3s2)n1
    4%, 0.0%, -2%, -58, 3, i, -0.6%, 0.3%, 1.2%, -0.2%
